tim23-1 inh: inhibits growth of tim23-1 mutant yeast; S. cerevisiae tim23-1 growth, BacTiter-Glo luminescence, 24 h; inhibition, % at 20 µM; actives 1.3% (n = 330,000);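 active = growth inhibition of the mutant yeast at or above 50%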;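 also: temperature-sensitive mutant grown at 25 °C; plate controls were DMSO-treated mutant yeast for no effect and medium wells lacking yeast for full effect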
UPR CHOP act: apoptotic UPR (CHOP) activation. CHO-CHOP luciferase reporter, luminescence; percent of tunicamycin response over DMSO baseline. activation, % at 10 µM. actives 0.34% (n = 330,000);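 active = at 10 µM dose, activation of 40% or more, normalized to positive control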;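 also: 100% = tunicamycin at 10 µg/mL and 0% = DMSO alone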
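Test system: CHO-CHOP cells, stable luciferase reporter of PERK-eIF2a-CHOP signalling | Quantity: 500 CHO-CHOP cells per well | Buffer or medium: F12 plus 10% serum | Compound dosing: 10 µM single point, 0.5% DMSO | Schedule: 6 h compound treatment, 37 °C | Signal: Luciferase luminescence | Control set: Tunicamycin high control, DMSO low control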
APJ ag: APJ receptor agonism. actives 0.11% (n = 330,000). activation, % at 20 µM. P35414. CHO-K1 APJ PathHunter beta-arrestin, luminescence; 0% DMSO wells, 100% apelin;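 active = activation more than six SD over the plate average, tested at 20 µM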;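 also: 0% = DMSO alone and 100% = apelin-13 at 10 nM; some results filed as inactive read as strong as hits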
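system = engineered CHO-K1 APJ arrestin reporter cells | input = 1000 cells per well | timing = overnight seeding, 90 min compound at 25 °C, 1 h detection | measured by = enzyme-fragment complementation luminescence | read-out = beta-arrestin recruitment to APJ as agonist activity, luminescent signal | control set = negative DMSO alone, positive Apelin-13 at 10 nM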
Jurkat NFkB inh: lowers PMA/ionomycin-induced NF-kB signal in Jurkat cells. actives 0.53% (n = 330,000). PMA/ionomycin-induced NF-kB luciferase reporter, luminescence. inhibition, % at 4 µM; in the data active = inhibition above about 50%
XBP1 UPR activ: activators of adaptive arm of unfolded protein response (XBP1) | CHO-XBP1 luciferase reporter, IRE1-XBP1 UPR activation, luminescence; percent of tunicamycin response, DMSO as zero | actives 0.33% (n = 330,000) | activation, % at 20 µM;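 active = versus positive control, 20 µM dose yields 30% or more activation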;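 also: 100% = tunicamycin at 10 µg/mL and 0% = DMSO only wells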
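Assay system: IRE1-XBP1 luciferase reporter CHO line. Input: 1000 cells/well. Buffer or medium: F12 with 10% serum. Doses: 20 µM, 1% DMSO. Times: overnight seeding at 37 °C, 6 h compound treatment at 37 °C. Technique: Steady-Glo luciferase glow luminescence, 10 min after reagent addition.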
APJ antag: blocks the human apelin receptor APJ. CHO-K1 APJ beta-arrestin complementation, luminescence. inhibition, % at 20 µM. actives 0.32% (n = 330,000);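 active = inhibition above about 40% at 20 µM, limit read from the data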;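 also: cells challenged with 10 nM apelin-13 agonist together with compound; plate controls were apelin-13 plus DMSO wells for no effect and DMSO wells lacking apelin-13 for full effect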
Mdm2-MdmX inh: human Mdm2/MdmX binding inhibition; O15151+Q00987; AID 485346; actives 3% (n = 330,000); SaOS-2 split-luciferase Mdm2/MdmX complementation, luminescence; inhibition, % at 8 µM;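 active = inhibition of at least 50% at 8 µM in the primary screen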
Target sequence (O15151 whole entry, looked up): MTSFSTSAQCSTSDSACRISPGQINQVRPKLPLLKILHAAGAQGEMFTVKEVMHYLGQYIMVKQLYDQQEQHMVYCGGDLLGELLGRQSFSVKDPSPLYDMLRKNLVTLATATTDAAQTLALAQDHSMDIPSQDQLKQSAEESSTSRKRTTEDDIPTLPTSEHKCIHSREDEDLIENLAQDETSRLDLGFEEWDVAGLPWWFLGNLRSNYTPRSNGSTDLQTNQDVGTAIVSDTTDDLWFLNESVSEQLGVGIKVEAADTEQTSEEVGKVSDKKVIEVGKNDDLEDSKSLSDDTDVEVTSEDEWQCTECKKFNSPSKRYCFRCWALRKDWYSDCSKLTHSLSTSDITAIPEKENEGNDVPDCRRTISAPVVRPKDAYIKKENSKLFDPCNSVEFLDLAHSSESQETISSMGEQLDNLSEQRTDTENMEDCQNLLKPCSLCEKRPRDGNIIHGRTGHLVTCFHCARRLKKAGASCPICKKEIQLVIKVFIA
Target sequence (Q00987 whole entry, looked up): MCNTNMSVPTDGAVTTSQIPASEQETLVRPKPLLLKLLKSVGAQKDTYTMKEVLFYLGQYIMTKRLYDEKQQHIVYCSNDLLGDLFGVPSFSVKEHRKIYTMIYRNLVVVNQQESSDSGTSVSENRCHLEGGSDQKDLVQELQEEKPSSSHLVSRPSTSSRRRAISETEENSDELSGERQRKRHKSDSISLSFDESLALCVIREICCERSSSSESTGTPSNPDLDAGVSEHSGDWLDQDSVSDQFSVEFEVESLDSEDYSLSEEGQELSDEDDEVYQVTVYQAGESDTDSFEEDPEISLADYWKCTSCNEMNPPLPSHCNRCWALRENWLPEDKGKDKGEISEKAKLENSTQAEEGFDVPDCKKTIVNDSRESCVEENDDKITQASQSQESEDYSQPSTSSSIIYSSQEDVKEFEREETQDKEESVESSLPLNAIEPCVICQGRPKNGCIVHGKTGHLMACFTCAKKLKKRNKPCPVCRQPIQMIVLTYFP
697 NFkB inh: inhibitors of the PMA/ionomycin-induced NF-kB reporter in 697 B cells | actives 0.33% (n = 330,000) | inhibition, % at 4 µM | 697 B-cell NF-kB luciferase reporter, 16 h; in the data active = inhibition above about 35%
The depositor's hits bear a star.

Every second line gives: tim23-1 inh	Jurkat NFkB inh	XBP1 UPR activ	UPR CHOP act	APJ antag	Mdm2-MdmX inh	697 NFkB inh	APJ ag
COc1cc(NC(=O)COc2ccc(Br)cc2)ccc1NC(=O)C(C)C
→ 20.7	-16.1	-1.7	0.1	-2.6	-16.9	-5.3	0.3
COc1ccccc1NC(=O)c1cccc(N2C(=O)C3C4C=CC(C4)C3C2=O)c1 (configuration not stated)
→ 28.0	-2.3	-1.6	1.3	-53.9	16.0	-19.0	5.3
CC(C)c1ccc(-n2cnn(-c3ncccc3[N+](=O)[O-])c2=O)cc1
→ 24.3	-204.0	-1.9	0.4	-12.2	-159.1	-155.1	-1.1
CSc1ccccc1NC(=O)CN1CCN(Cc2ccccc2)CC1
→ 19.8	-1.6	1.1	0.2	-39.3	-33.7	-10.6	-1.8
N#CC1(NC(=O)CSc2nnc(Cc3ccccc3)o2)CCCCC1
→ 13.5	-10.7	0.2	-1.9	18.8	6.0	14.4	-4.1
CC(C)c1ccc(N2C(=NC(=O)C3CCCO3)SC3CS(=O)(=O)CC32)cc1 (configuration not stated)
→ 2.1	10.9	-4.4	-1.7	-20.9	5.7	6.6	-1.5
Cn1ccnc1SCC(=O)Nc1ccc(F)c([N+](=O)[O-])c1
→ 12.9	1.3	0.9	0.9	6.4	-15.9	5.6	-2.1
CCc1ccc(OCC(=O)NNC(=O)C2CCN(c3ncnc4sc(C)c(C)c34)CC2)cc1
→ 11.4	8.2	-1.8	1.5	0.9	17.7	6.6	-3.9
Nc1nc(C(=O)N2CCOCC2)nn1S(=O)(=O)c1ccc(Cl)cc1
→ 7.4	-7.0	0.3	-2.2	1.8	7.8	5.6	-2.6
CC(C)C1CC(CCN)(c2ccccc2)CCO1 (configuration not stated)
→ 12.6	-2.0	-2.3	-0.6	9.9	-12.8	-7.1	-4.8
O=[N+]([O-])c1cccc(-c2nnc(SCc3cccnc3)o2)c1
→ 10.2	-9.1	-2.3	4.2	-10.0	-1.0	6.7	0.4
CS(=O)(=O)NCCC1=CCCCC1
→ 8.0	11.9	0.2	0.9	-13.3	12.7	-8.7	10.2
Cc1ccccc1NC(=S)/C(=C(\[O-])c1ccc(C)c([N+](=O)[O-])c1)[n+]1ccccc1
→ 19.2	-3.7	1.1	1.0	9.3	-7.8	-21.6	0.7
CC(C)c1ccc(NC2CCCN(C(=O)CN3CCOC3=O)C2)cc1 (configuration not stated)
→ 0.2	9.8	-2.3	1.1	3.8	3.8	11.6	7.9
CCn1c(SCC(=O)OCc2ccccc2)nnc1-c1ccco1
→ 16.3	6.9	-3.0	-0.5	21.4	-16.5	10.5	-2.7
CC1CCCC(C)N1C(=O)COC(=O)c1ccccc1O (configuration not stated)
→ 10.2	3.6	2.5	2.6	2.1	-32.7	-6.1	-2.0
COc1cccc(CN2CCN(C(=O)C3CCC(=O)N(C4CCCC4)C3)CC2)c1 (configuration not stated)
→ 13.6	-13.1	-7.4	1.2	6.0	2.5	-58.2	0.5
COc1ccc(N2C(=O)CSC2c2cccc(F)c2)c(OC)c1 (configuration not stated)
→ 30.7	7.7	1.2	-0.3	-1.1	-8.7	5.3	0.1
c1coc(C2=NCCc3ccccc32)c1
→ -7.6	-5.2	0.3	0.9	4.3	15.6	-4.2	-1.3
CCOc1ccc(C(=O)NCC(=O)OCc2c(F)cccc2Cl)cc1OCC
→ 4.8	0.7	0.5	-0.6	8.4	6.5	-3.9	-3.3
Cc1noc(C)c1S(=O)(=O)N(C)C[C@H]1Oc2c(NC(=O)NC(C)C)cccc2C(=O)N([C@H](C)CO)C[C@@H]1C
→ 7.3	-0.9	-2.2	-0.7	10.3	-1.1	8.8	-0.3
CCNc1nc(NCC)n2c(SCC(=O)Nc3ccc(C)cc3Br)nnc2n1
→ 13.3	10.8	-0.8	2.0	0.7	18.6	-8.6	-4.1
CCOc1ccc(NC(=O)Nc2nc(SCC)ns2)cc1
→ 38.3	2.8	-1.5	1.9	4.4	48.2	2.0	-2.0
CCOC(=O)c1c(N)sc(C(O)(C(F)(F)F)C(F)(F)F)c1-c1ccc(Cl)cc1
→ 36.9	-16.2	-3.5	-0.6	0.5	0.3	-1.1	-2.7
c1ccc(COc2cncc(-c3cccnc3)c2)cc1
→ 9.4	-14.5	-2.9	0.5	-1.7	16.8	-20.7	0.3
CCOCCCNC(=O)C(C)NS(=O)(=O)c1ccc(C)cc1 (configuration not stated)
→ -1.1	13.7	0.9	1.4	9.1	-1.9	7.8	5.9
CCN(CC)CCCN=Cc1c(O)n(Cc2ccccc2)c(=O)c2ccccc12
→ -14.7	2.3	1.1	-0.4	9.1	19.7	13.5	-1.4
COc1ccc(OC)c(-c2csc(NC(=O)CSc3ccc(Br)cc3)n2)c1
→ 28.5	-7.1	-0.9	2.7	-24.6	7.3	-8.4	-0.6
Cc1c(C(=O)OCC(=O)Nc2c(C)n(C)n(-c3ccccc3)c2=O)oc2ccccc12
→ 1.8	-6.2	-3.6	-2.1	-9.0	12.2	-13.1	-2.5
CC(NC(=O)CCc1ccc(S(=O)(=O)NC2CCCCC2)cc1)c1ccccc1 (configuration not stated)
→ -2.5	-5.9	-4.8	0.7	7.4	19.2	-7.1	-2.2

Compound profiles, from the list above. Order of values: tim23-1 inh, Jurkat NFkB inh, XBP1 UPR activ, UPR CHOP act, APJ antag, Mdm2-MdmX inh, 697 NFkB inh, APJ ag
Entry for COc1ccccc1NC(=O)c1cccc(N2C(=O)C3C4C=CC(C4)C3C2=O)c1 (configuration not stated) : 28.0, -2.3, -1.6, 1.3, -53.9, 16.0, -19.0, 5.3
Entry for Cn1ccnc1SCC(=O)Nc1ccc(F)c([N+](=O)[O-])c1 : 12.9, 1.3, 0.9, 0.9, 6.4, -15.9, 5.6, -2.1
Entry for CC1CCCC(C)N1C(=O)COC(=O)c1ccccc1O (configuration not stated) : 10.2, 3.6, 2.5, 2.6, 2.1, -32.7, -6.1, -2.0
Entry for O=[N+]([O-])c1cccc(-c2nnc(SCc3cccnc3)o2)c1 : 10.2, -9.1, -2.3, 4.2, -10.0, -1.0, 6.7, 0.4

Remaining list, next part
Every second line gives: tim23-1 inh	Jurkat NFkB inh	XBP1 UPR activ	UPR CHOP act	APJ antag	Mdm2-MdmX inh	697 NFkB inh	APJ ag
N=C1C(c2ccccc2)=C(O)CN1c1cccc(O)c1
→ 9.1	-6.1	-3.6	-0.2	-7.0	30.7	2.8	-1.3
CC12CCC(=O)N1C(C(=O)Nc1ccc(SC(F)F)cc1)CS2 (configuration not stated)
→ 27.0	7.0	-2.8	-1.3	5.5	2.6	-24.2	3.1
C(=N\N1CCN(c2ccccn2)CC1)/C1=C(N2CCOCC2)C(=C/c2ccccc2)/CC1
→ 30.3	11.4	-3.4	0.0	-0.4	10.0	2.3	-2.1
C=CCn1c(-c2ccccc2)nc(=S)c2c1CCCC2
→ -0.9	9.8	-1.6	0.9	22.0	22.1	8.2	-8.3
COc1ccccc1N1CCN(C(=O)CCNS(=O)(=O)c2ccc(Br)s2)CC1
→ -12.6	3.9	-3.9	0.0	5.3	-2.2	3.9	-0.8
CCN1CCN(S(=O)(=O)c2ccc(Oc3ccccc3OC)cc2)CC1
→ 20.0	4.2	0.3	-0.2	12.6	-19.8	-4.2	-1.2
O=C(NCCO)C(c1ccccc1)c1ccccc1
→ 9.3	5.4	-1.8	-2.1	-0.9	10.9	3.1	-3.1
O=C(Nc1cccc2ccccc12)OCc1cncs1
→ -2.6	-2.3	1.4	1.9	2.9	7.8	-16.7	-1.8
CC(=O)c1ccc(Nc2c3c(c(C#N)c4nc5ccccc5n24)CCC3)cc1
→ 19.2	17.4	-1.1	1.7	-36.6	11.6	-46.2	3.8
CC(C)(C)OC(=O)N1CCC(c2c(C(=O)O)cnn2-c2ccc(Cl)cc2)CC1
→ 19.0	-0.8	0.8	0.1	-10.8	-6.6	23.1	-2.8
CNC(=O)N(O)C1N(/N=C/c2ccc(SC)cc2)C(=S)SC1(C)C (configuration not stated)
→ 8.6	2.9	-0.8	0.6	10.0	2.7	-0.8	-1.6
CCOc1ccc(-n2c(SCc3ccc([N+](=O)[O-])cc3)nnc2-c2ccc(OC)cc2)cc1
→ 17.0	1.9	-1.9	1.3	2.8	1.4	-25.3	-6.9
CCCCOCCCNC(=O)N[C@H](C(=O)O)C(C)CC (some centres not stated)
→ 7.1	1.1	-0.4	1.9	-13.5	-22.4	3.1	-4.4
CCC(CO)Oc1cc(NC(=O)Cc2ccccc2)c2ncn(C(C)C)c2c1 (configuration not stated)
→ -9.2	13.1	-2.3	0.7	13.2	-19.7	15.2	-1.4
CC(C)c1cc(C(=O)N2CCCC(CCC(=O)N3CCN(c4ccccn4)CC3)C2)no1 (configuration not stated)
→ 11.1	-1.3	-0.4	-1.8	-0.2	12.5	-20.2	-2.6
CN(CC(=O)Nc1ccc(Cl)cc1F)C1=NS(=O)(=O)c2ccccc21
→ -11.5	-17.5	-3.6	17.3	4.8	5.9	-3.5	-4.1
Cc1[nH]nc2c1C(c1ccc(Cl)cc1)C(C#N)=C(N)O2 (configuration not stated)
→ 11.1	5.6	-5.1	-0.7	3.7	9.5	-7.6	-0.4
CCCNC(=O)Cn1cnc2sc(C(=O)NCCCN3CCOCC3)c(C)c2c1=O
→ -6.4	3.1	-1.2	1.7	21.5	-3.8	-15.6	-3.5
Cc1cc(OCC(=O)N2CCC[C@@H]2C(=O)O)c2c(C)c(C)c(=O)oc2c1
→ -8.3	-20.2	-3.8	-0.7	-59.4	13.9	13.1	1.1
Cc1cc([N+](=O)[O-])c(N2CCC[C@@H]2C(=O)O)c([N+](=O)[O-])c1
→ 3.4	-11.3	-0.7	-2.2	-29.6	-5.4	-19.9	-7.6
COc1ccc(N2CCN(c3ccnc4cc(Cl)ccc34)CC2)cc1
→ 46.1	8.9	-0.5	0.5	4.1	-5.5	6.7	3.8
O=C(NCC(c1cccs1)N1CCOCC1)c1cc2ccccc2o1 (configuration not stated)
→ 20.6	3.6	-1.3	-0.3	14.4	-6.9	-6.7	1.5
CCn1c(=O)cc(N2CCN(C(=O)c3ccco3)CC2)[nH]c1=O
→ 3.4	8.7	0.8	0.3	-13.7	-19.5	7.7	0.6
O=C(NCCCN1CCN(c2cccc(Cl)c2)CC1)c1ccc(N2CCCC2=O)cc1
→ 10.7	7.7	-0.8	-1.6	10.8	16.7	3.0	-2.5
c1nc(Nc2ccc(N3CCOCC3)cc2)c2ccsc2n1
→ 7.3	-62.4	-1.1	6.7	-4.6	-47.3	-52.1	1.9

Assay outcomes as filed in PubChem.
